Source: PubChem (several laboratories)
NTR1 ag = agonists of NTR1, primary screen, imaging, U2OS cells, beta-arrestin-GFP, high content (AID 493036); Neurotensin receptor type 1 (Homo sapiens), P30989; NTR1-U2OS beta-arrestin-GFP spot imaging, agonist mode; activation, % at 20 µM; 330,000 compounds, 0.17% hits;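 active = activation at or above 40% of the spot to cytoplasm intensity ratio, with at least 20 cells analyzed; inconclusive = wells under 20 cells, flagged as cytotoxic or low count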;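 note: 0% = DMSO without peptide and 100% = 100 nM NTR1 peptide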
Target sequence (P30989 whole entry, looked up): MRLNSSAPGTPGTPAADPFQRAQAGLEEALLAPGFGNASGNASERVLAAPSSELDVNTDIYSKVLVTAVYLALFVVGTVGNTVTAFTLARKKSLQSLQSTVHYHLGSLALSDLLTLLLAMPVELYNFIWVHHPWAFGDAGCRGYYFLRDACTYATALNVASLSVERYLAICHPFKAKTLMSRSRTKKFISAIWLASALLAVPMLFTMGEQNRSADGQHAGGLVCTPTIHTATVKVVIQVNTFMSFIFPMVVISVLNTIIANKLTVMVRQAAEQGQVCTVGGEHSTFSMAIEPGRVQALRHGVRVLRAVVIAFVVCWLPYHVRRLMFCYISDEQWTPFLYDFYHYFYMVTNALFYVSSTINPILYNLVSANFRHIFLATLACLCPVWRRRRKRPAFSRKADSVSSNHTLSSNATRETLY
Myeloid diff MLP = induction of myeloid progenitor differentiation, primary screen, cell-based, flow cytometry, MLPCN library. ER-HoxA9 myeloid progenitors, lysozyme-GFP differentiation. calls only at 10 µM. 360,000 compounds, 1% hits;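 active = normalized GFP-positive differentiation at or above the plate's own cutoff, the solvent-only control mean plus 3 SD; inconclusive = no clear call, values can overlap the other calls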;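 note: cells exposed to compound for four days before flow analysis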
PhoP inhibition = inhibitors of PhoP regulon expression, primary screen, Salmonella Typhimurium, GFP reporter (AID 1863); S. Typhimurium PhoP-regulated promoter GFP reporter, 4 h; higher % means a stronger effect; one-dose inhibition, % at 50 µM; IC50 in µM for titrated hits; 300,000 compounds, 0.16% hits;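 active = inhibition over 29.93%, a cutoff 3 SD above the screen mean, later confirmed by dose response; inconclusive = inhibition over 29.93% but no dose response follow-up; inactive = inhibition at most 29.93% or unconfirmed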;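 note: 0% = low Mg2+ inducing control and 100% = high Mg2+ repressing control; strong numbers were not always called active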
GPR55 antagonists = GPR55 antagonists blocking LPI-driven arrestin recruitment, primary screen, imaging, U2OS, beta-arrestin-GFP, LPI agonist (AID 2013); G-protein coupled receptor 55 (Homo sapiens); U2OS GPR55 beta-arrestin-GFP translocation imaging, LPI antagonism; higher % means a stronger effect; inhibition, % at 10 µM, or IC50 in µM where a hit was titrated; 290,000 compounds, 0.13% hits;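 active = spots per cell inhibited over 60%, with over 100 cells counted and total cytoplasm intensity under 500,000; inconclusive = wells with under 100 cells, flagged as likely toxic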;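 note: U2OS cells stably carrying GPR55 and arrestin-GFP stimulated by 5 µM LPI near EC80; imaged beta-arrestin-GFP aggregate spots per cell after agonist stimulation; plate controls were LPI-stimulated DMSO wells for no effect and DMSO wells without LPI for full effect; some results filed as inactive read as strong as hits; confirmed hits need IC50 under 10 µM and bright autofluorescent wells are also inconclusive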
Siah-1 displacement = Siah-1 peptide-binding antagonists, primary screen, biochemical, fluorescence polarization, rhodamine-plectin, uHTS (AID 1817). displacement, % at 20 µM; hits with a dose series show IC50 in µM. 290,000 compounds, 0.02% hits. E3 ubiquitin-protein ligase SIAH1 (Homo sapiens). Siah-1 / rhodamine-plectin peptide fluorescence polarization; higher % means a stronger effect;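 active = displacement of at least 50% at 20 µM, with a fluorescence ratio check between 0.3 and a set limit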;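 note: plate controls were Siah plus tracer with DMSO for no effect and tracer alone without Siah for full effect; strong numbers were not always called active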
HIV peptide binding = inhibitors of HIV fusion peptide binding, primary screen, biochemical, uHTS, fluorescence dequenching (AID 1986); 290,000 compounds, 0.3% hits; inhibition, % at 20 µM, or IC50 in µM where a hit was titrated; cell-free peptide binding, fluorescence dequenching, 30 min; higher % means a stronger effect; in the data active = inhibition mostly above about 52%, no sharp cut-off; inactive = mostly below about 76%; note: some results filed as inactive read as strong as hits
Rac1 GTP hydrolysis = MgcRacGAP GTPase-activating activity inhibitors, confirmation, biochemical, ADP Hunter fluorescence. 340,000 compounds, 0.6% hits. Rac GTPase-activating protein 1 (Homo sapiens). AID 624330, 2012. inhibition, % at 30 µM; hits with a dose series show IC50 in µM. MgcRacGAP-stimulated Rac1 GTP hydrolysis, ADP Hunter fluorescence; higher % means a stronger effect; GST-tagged Rac1 F28L mutant substrate;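 active = first-screen hits whose inhibition reached a set limit at any dose in the follow-up dose series; inconclusive = inhibition above the set first-screen limit but never retested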;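 note: fluorescence reports GDP produced by GAP-driven GTP hydrolysis; strong numbers were not always called active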
LYP phosphatase = inhibitors of LYP phosphatase, biochemical, fluorescence intensity, uHTS (AID 1779); Tyrosine-protein phosphatase non-receptor type 22 (Homo sapiens); inhibition, % at 11.5 µM; hits with a dose series show IC50 in µM; 290,000 compounds, 0.054% hits; recombinant LYP phosphatase, fluorescence intensity; higher % means a stronger effect; in the data active = inhibition above about 50%;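 note: plate controls were vehicle with enzyme for no effect and no enzyme for full effect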
GPR35 antagonists = GPR35 antagonists blocking zaprinast-driven arrestin recruitment, primary screen, imaging, U2OS, beta-arrestin-GFP, zaprinast agonist (AID 2058). G-protein coupled receptor 35 (Homo sapiens). U2OS GPR35 beta-arrestin-GFP translocation imaging, zaprinast antagonism; higher % means a stronger effect. inhibition, % at 10 µM, or IC50 in µM where a hit was titrated. 290,000 compounds, 0.052% hits;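 active = inhibition of at least 50% with at least 30 cells and total cytoplasm GFP at most 10,000,000; inconclusive = under 30 cells or total GFP of 10,000,000 plus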
NTR1 ag cell count 20 µM = also measured in NTR1 ag; calls as there; cell count; measured here: cell count, cytotoxicity flag
Myeloid diff MLP GFP+ MAC1+ % = second read-out of Myeloid diff MLP, no call of its own (marks repeat the call); GFP+ MAC1+ double positive, %; measured here: differentiation confirmed by MAC1 staining
* hit, by the source's call; i = inactive; ? = inconclusive; . = no result given; + = active, no number.

SMILES	NTR1 ag	NTR1 ag cell count 20 µM	Myeloid diff MLP	Myeloid diff MLP GFP+ MAC1+ %	PhoP inhibition	GPR55 antagonists	Siah-1 displacement	HIV peptide binding	Rac1 GTP hydrolysis	LYP phosphatase	GPR35 antagonists
Cc1ccc(C2CN=NC23CCc2ccccc2C3=O)cc1 (centres undefined)	1.0	53	i	1.5	-2%	-4%	-3%	0.0%	3%	-4%	-11%
CN1N=C2c3ccccc3CCC2C1c1ccc(F)cc1 (centres undefined)	0.0	59	i	0.3	-4%	0%	-5%	-1.2%	.	-6%	10%
CCN1CCN(P2(=O)C=C(c3ccccc3)OC(c3ccccc3)=C2)CC1	0.6	50	i	2.0	-2%	-21%	1%	1.0%	2%	-13%	9%
COc1cccc(N(CC(=O)NC2CCCC2)C(=O)CCC(=O)Nc2cc(C)on2)c1	0.5	55	+	3.0*	0%	-4%	4%	0.5%	-3%	-5%	-2%
COc1ccc(C(Nc2ccc(S(=O)(=O)NCC3CCCO3)cc2)C(=O)NC(C)(C)C)cc1OC (centres undefined)	1.0	56	i	0.9	-2%	9%	3%	-1.1%	-3%	-8%	12%
OC(COc1ccc2c(c1)OCO2)CN1CCc2ccccc2C1 (centres undefined)	-1.2	48	i	8.4	16%	20%	0%	-0.7%	5%	-1%	6%
Cc1ccc(C(=O)NCCNc2ncc(C(F)(F)F)cc2Cl)cc1[N+](=O)[O-]	0.0	55	i	0.4	2%	-3%	0%	-0.9%	3%	-3%	-5%
COC(=O)c1ccc(NC(=O)Nc2ccc(OC)cc2)cc1	0.0	39	i	0.6	-4%	-2%	-2%	-0.6%	6%	-2%	-10%
Cc1cc(=O)oc2cc(OCC(=O)OCC(=O)N(C)C3CCS(=O)(=O)C3)ccc12 (centres undefined)	0.0	79	i	0.8	-7%	0%	-5%	-0.3%	11%	-4%	4%
COc1ccc(Br)cc1C(=O)Nc1cccc(C)c1	2.8	49	i	0.9	1%	7%	3%	2.1%	2%	-10%	-7%
CCOC(=O)C1CN(S(=O)(=O)c2ccc(C)cc2)c2ccccc2O1 (centres undefined)	1.1	55	i	0.8	-7%	6%	-5%	0.9%	8%	-3%	-17%
COc1cccc(NC(=S)N(CCc2c(C)[nH]c3ccccc23)Cc2ccco2)c1	4.2	96	i	1.8	7%	24%	5%	0.8%	-6%	-4%	-6%
CCOc1ccc2[nH]c(=O)c(C(c3nnnn3C3CCCCC3)N3CCN(CC)CC3)cc2c1 (centres undefined)	0.7	74	i	1.9	10%	-9%	0%	0.2%	8%	-7%	-9%
COc1cccc(/C=N/c2nc3ccccc3[nH]2)c1O	-1.5	39	i	0.5	-2%	-1%	3%	2.2%	7%	-7%	-4%
COc1cc(OC)cc(C(=O)NC(=S)Nc2nnn(C)n2)c1	1.4	60	i	0.4	-7%	1%	13%	-1.4%	9%	-3%	13%
COc1ccc2c(CC(=O)Nc3ccc(OC)c(S(=O)(=O)N4CCOCC4)c3)coc2c1	0.5	70	i	1.2	5%	18%	-2%	2.8%	8%	1%	6%
CCOc1ccccc1NC(=O)Cc1c(F)cccc1Cl	3.2	59	i	1.2	-2%	8%	4%	1.5%	6%	7%	-4%
O=C(NCC(=O)N1CCN(c2ccccc2O)CC1)c1ccco1	0.1	58	i	1.1	-3%	9%	4%	0.3%	1%	-6%	-7%
Cc1ccsc1/C=C1\SC(N2CCOCC2)=NC1=O	2.2	46	.	.	3%	-1%	-1%	-0.5%	22%	-10%	14%
CCCCCn1c(N)c(-c2nc3ccccc3o2)c2c([N+](=O)[O-])nn(CC)c(=O)c21	1.1	45	i	0.4	22%	13%	4%	-8.9%	12%	-3%	-1%
CCOC(=O)CSc1ccc(S(=O)(=O)N(C)C2CCCCC2)cc1[N+](=O)[O-]	1.8	60	i	1.8	3%	2%	-6%	-1.8%	7%	-5%	10%
O=C(Nc1ccccc1[N+](=O)[O-])C1(c2ccccc2)CCOCC1	8.8	50	i	0.7	-1%	-6%	0%	-0.2%	-11%	-5%	-15%
CC(=O)c1csc(CS(=O)(=O)c2ccccn2)n1	0.4	42	i	0.5	-15%	2%	0%	0.6%	4%	-5%	2%
Cc1ccc(C)c(N2CCN(C(=O)c3ccc(Cn4c(=O)[nH]c5ccccc5c4=O)cc3)CC2)c1	8.7	85	i	1.4	-4%	24%	3%	3.4%	4%	3%	-4%
CCOc1ccc(C(C)NC(=S)NCc2ccc(Cl)cc2)cc1 (centres undefined)	14	50	i	0.6	5%	13%	-4%	-0.3%	8%	0%	20%
O=C(CN1CCCCCC1)Nc1ccc([N+](=O)[O-])cc1Br	1.9	55	i	4.7	11%	-3%	1%	-1.3%	7%	-6%	14%
CN1CCN(S(=O)(=O)c2ccc(Oc3ccc(Br)cc3F)nc2)CC1	-1.3	41	i	0.3	7%	.	.	.	8%	.	.
Cc1ccc(C(=O)Nc2c(C(=O)NCc3ccco3)cnn2-c2ccccc2)cc1	1.4	52	i	1.4	-5%	14%	-3%	-0.4%	6%	-7%	4%
CCCCOC(=O)Nc1nnc(CC)s1	0.3	58	i	8.1	-6%	-1%	-3%	-1.3%	1%	-5%	-8%
CC(C)[C@H](NC(=O)N1CC(=O)Nc2ccccc21)C(=O)N[C@H](C(=O)O)c1ccccc1	2.0	62	i	1.1	2%	11%	-1%	-2.2%	8%	-9%	16%
COC(=O)c1sc(SC)nc1N	-0.9	52	.	.	1%	-9%	-3%	-1.8%	.	-3%	-11%
Cn1c(=O)[nH]c2sc3c(c2c1=O)CC(C)(C)OC3	2.9	57	i	0.8	9%	8%	0%	1.5%	6%	0%	-7%
O=C(CNCc1ccc(Cl)cc1)Nc1cccc(C(=O)O)c1	.	.	i	0.3	-2%	-10%	-1%	1.2%	.	-7%	0%
Cc1ccc(C)c(N2CCN(S(=O)(=O)c3cccc4cccnc34)CC2)c1	3.4	45	i	0.3	10%	8%	10%	1.0%	5%	-4%	14%
COc1ccc(S(=O)(=O)Nc2cc3c4c(c2)CCN4C(=O)CC3)cc1OC	0.8	69	i	0.6	-6%	.	.	.	5%	.	.
Cc1c(NC(=O)c2ccc(Br)o2)cccc1C(=O)O	0.1	70	i	1.4	11%	-1%	-1%	-1.6%	3%	-8%	-6%

Part of the list above, with two lines to a compound:
Order of results – NTR1 ag | NTR1 ag cell count 20 µM | Myeloid diff MLP | Myeloid diff MLP GFP+ MAC1+ % | PhoP inhibition | GPR55 antagonists | Siah-1 displacement | HIV peptide binding | Rac1 GTP hydrolysis | LYP phosphatase | GPR35 antagonists
- COC(=O)c1sc(SC)nc1N
 : -0.9 | 52 | . | . | 1% | -9% | -3% | -1.8% | . | -3% | -11%
- Cn1c(=O)[nH]c2sc3c(c2c1=O)CC(C)(C)OC3
 : 2.9 | 57 | i | 0.8 | 9% | 8% | 0% | 1.5% | 6% | 0% | -7%
- O=C(CNCc1ccc(Cl)cc1)Nc1cccc(C(=O)O)c1
 : . | . | i | 0.3 | -2% | -10% | -1% | 1.2% | . | -7% | 0%

Additional compounds follow:
SMILES	NTR1 ag	NTR1 ag cell count 20 µM	Myeloid diff MLP	Myeloid diff MLP GFP+ MAC1+ %	PhoP inhibition	GPR55 antagonists	Siah-1 displacement	HIV peptide binding	Rac1 GTP hydrolysis	LYP phosphatase	GPR35 antagonists
CCCc1ccc(O)c(N=Cc2cc(Br)cc(OCC)c2O)c1	2.9	79	i	0.1	0%	10%	7%	24%	5%	7%	-7%
C/C(=N\NC(=O)c1ccc(=O)[nH]n1)c1cccnc1	2.2	65	i	0.9	-3%	-1%	-2%	2.1%	0%	2%	3%
c1ccc(OCCOc2cccc3cccnc23)cc1	0.9	53	i	1.1	6%	10%	4%	-1.4%	5%	-4%	-3%
CCc1cc(C(=O)NNC(=S)Nc2cc(C)ccc2C)cs1	-0.8	69	i	0.6	1%	-9%	-5%	-0.2%	6%	2%	4%
O=S(=O)(c1ccccc1)c1cnc(-c2ccccc2)nc1N1CCCC1	3.6	33	i	0.4	6%	13%	2%	2.0%	0%	-7%	10%
CN1CCN(c2ccc([N+](=O)[O-])cc2C(=O)c2ccccc2)CC1	-1.5	52	i	0.3	2%	-3%	-1%	1.3%	7%	-4%	6%
CCn1c(SCC(=O)Nc2ccccc2C)nc2nc3c(cc2c1=O)COC(C)(C)C3	0.3	50	i	0.5	-13%	1%	11%	-0.9%	9%	-2%	2%
COc1ccc(OC)c(NC(=O)CSc2nncc3ccc(OC)c(OC)c23)c1	0.8	60	i	1.0	-10%	-5%	-3%	-1.5%	?	-11%	-2%
CCNCC(O)COCC(O)CNCC (centres undefined)	1.2	78	i	0.5	-7%	13%	0%	1.2%	3%	0%	3%
Cc1ccc(S(=O)(=O)NCCOc2nc(N(C)C)nc(N3CCOCC3)n2)cc1	-1.0	83	i	1.3	-14%	8%	3%	1.8%	-7%	-2%	3%
Cc1cc(C)cc(-n2c(SCC(=O)NCc3ccc4c(c3)OCO4)nc3ccccc3c2=O)c1	0.9	48	i	0.0	-9%	11%	-1%	1.3%	-5%	8%	12%
COc1cc(/C=C2\SC(=S)N(C(Cc3ccccc3)C(=O)O)C2=O)ccc1O (centres undefined)	0.1	61	i	2.0	-3%	-5%	-16%	60%	?	15%	-4%
CCn1c(SCC(=O)Nc2ccc3c(c2)OCO3)nnc1-c1cnccn1	1.4	58	i	0.9	-3%	5%	-1%	0.1%	6%	-6%	5%
COc1cc(NC(=O)C(=O)NCCN2CCNCC2)c(OC)cc1Cl	0.0	36	i	0.3	-2%	10%	9%	2.0%	4%	-8%	-10%
